# RPL19A TOR yeast = yeast TOR pathway RPL19A-GFP modulation | S. cerevisiae RPL19A-GFP strain, flow cytometry, 3 h; stronger effect = lower value | percent response vs DMSO, % at 10 µM | actives 0.3% (n = 330,000) | AID 2025;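 active means percent response vs DMSO below 50%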;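 further: median channel GFP fluorescence of the barcoded RPL19A-GFP strain; ratio of sample median GFP to plate DMSO average so 100% = DMSO; lower means less RPL19A-GFP as with rapamycin TOR inhibition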
# EBNA-1 inhibitor = blocks EBNA-1 binding to DNA; EBNA-1 DNA binding, fluorescence polarization; inhibition, % at 14.8 µM; actives 0.34% (n = 300,000); AID 1950; in the data active means inhibition above about 28%
# proCasp3 act = procaspase-3 (human) activation; AID 463141; actives 0.11% (n = 330,000); activation, % at 8.5 µM; recombinant procaspase-3 D3A, Ac-DEVD-pNA absorbance 405 nm;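 active means activation above the mean of all tested compounds plus 3 SD, cut at about 21% in these data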;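 further: 0% = DMSO alone and 100% = DMSO wells spiked with extra 5 µM PC-3 D3A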
#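 Test system: Procaspase-3 D3A mutant; medium: Zinc-free HEPES/NaCl buffer with 0.01% Triton X-100 at pH 7.4; reagent: DEVD-pNA substrate; doses: one concentration, 8.5 µM nominal, 0.8% DMSO; times: 1 h preincubation plus 2 h reaction at 25 °C; signal: Epi-absorbance at 405 nm of released p-nitroaniline, 0 and 120 min; replicates: singlicate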
# AHR act = activators of human aryl hydrocarbon receptor; AHR-responsive luciferase reporter cells, luminescence; AID 2796; actives 2.5% (n = 320,000); activation, % at 5 µM; in the data active means activation above about 47%;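 further: 0% = vehicle wells and 100% = reference agonist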
# procasp7 counter = counter-screen: procaspase-7 (human) activation; P55210; recombinant procaspase-7, Ac-DEVD-pNA absorbance 405 nm; D23A/D198A/D206A triple mutant, cannot self-cleave; scale: DMSO 0, 5 µM enzyme 100; activation, % at 8.5 µM; actives 0.093% (n = 330,000); AID 463210;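 active means percent activation above the screen-wide mean plus 3 SD, cut at about 25% in these data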
#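 System: Uncleavable procaspase-7 mutant enzyme; Amount: 2 µM procaspase-7 mutant as dispensed; Schedule: 1 h compound preincubation, 2 h substrate cleavage, 25 °C; Measured by: 405 nm absorbance of p-nitroaniline; Evaluation: percent activation from buffer-corrected 0–120 min absorbance change; Control set: low DMSO alone, high DMSO plus 5 µM PC-7.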
# ZTA counter = ZTA (EBV) inhibition in EBNA-1 counter-screen | P03206 | ZTA-DNA binding, fluorescence polarization | inhibition, % at 11 µM | actives 0.15% (n = 320,000) | AID 2234; in the data active means inhibition above about 33%
# MEP2-GFP yeast = modulators of TOR pathway MEP2-GFP in S. cerevisiae | actives 0.51% (n = 330,000) | S. cerevisiae MEP2-GFP strain, flow cytometry GFP, 3 h; 100% = DMSO control level | AID 2016 | GFP response vs DMSO, % at 10 µM;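 active means GFP response versus DMSO above a set limit, roughly screen mean plus 3 SD, cut at about 180% in these data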;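 further: median GFP fluorescence of the barcode-gated MEP2-GFP cells per well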
# LAP4-GFP MLPCN = modulators of TOR pathway LAP4-GFP in S. cerevisiae. S. cerevisiae LAP4-GFP multiplex, flow cytometry GFP, 3 h; median GFP as percent of DMSO wells. GFP response vs DMSO, % at 10 µM. actives 0.34% (n = 320,000). AID 2023;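 active means GFP response vs DMSO above a set limit, about the screen mean plus 3 SD, cut at about 150% in these data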
# Numbers without * were called inactive; nt = no result given. An unsorted share of the library; 3.8% or so of the library scored in one or more.
SMILES,RPL19A TOR yeast,EBNA-1 inhibitor,proCasp3 act,AHR act,procasp7 counter,ZTA counter,MEP2-GFP yeast,LAP4-GFP MLPCN
O=C(CC1C(=O)NCCN1C(=O)Nc1ccccc1)Nc1cccc(Cl)c1 (stereo unspecified),95,-7,4,6,-3,-7,96,86
C=CCOc1ccccc1C(=O)/C=C1/C(=O)Nc2ccccc21,101,7,-3,38,-3,-13,91,132
COC(=O)C1CCN(CC(=O)N(C)c2c(N)n(Cc3ccccc3)c(=O)[nH]c2=O)CC1,96,nt,-2,-2,12,6,99,99
CCNC(=S)NNC(=O)c1nn(C)c(C)c1Cl,107,3,0,-4,-1,4,101,95
CNc1cc(N2CCCCCC2)ccc1[N+](=O)[O-],88,-2,-1,0,-13,-3,92,124
COCCNC(=O)NC(=O)COC(=O)C12CC3CC(CC(NC(C)=O)(C3)C1)C2,103,-20,6,2,3,3,106,106
O=C(c1ccc([N+](=O)[O-])cc1)N1CCOC12CCN(c1ncc(C(F)(F)F)cc1Cl)CC2,110,9,4,2,5,6,111,120
N#Cc1ccc(NCCc2ccccn2)c([N+](=O)[O-])c1,92,-6,8,7,1,1,84,107
CC(=O)Nc1ccc(NC(=O)CCn2c(=S)oc3ccccc32)cc1,100,26,1,2,8,2,94,88
Cn1ncc([N+](=O)[O-])c1C(=O)Nc1ccn(Cc2ccccc2F)n1,98,3,2,0,3,-17,96,102
OCCNc1nc(NCCC2=CCCCC2)nc(N2CCOCC2)n1,101,-6,4,11,-6,0,102,103
Cn1nc(C(=O)Nc2nc3ccccc3[nH]2)ccc1=O,104,8,-7,10,7,10,108,92
COc1ccccc1Nc1ccc(C(=O)NC2CCCCC2)cn1,97,-5,-5,-1,-2,-8,95,102
O=C(CSc1ncccn1)NC(=O)Cc1ccccc1,97,nt,4,0,7,-12,97,99
O=C(Nc1ncn[nH]1)c1ccccc1O,99,-6,-1,-2,3,8,99,105
COc1ccc(NC(=O)C(NC(C)=O)C(=O)NCc2ccc(F)cc2)cc1 (stereo unspecified),100,-15,-10,3,3,8,100,103
O=C(Nc1ccccc1)c1ccccc1C(=O)N1CCCCC1,104,-9,-2,-7,5,-4,97,95
O=c1oc2ccccc2n1Cc1ccccc1,100,2,0,-1,0,12,100,102
CCCn1nc2cc(C(=O)NC3CCCc4ccccc43)ccc2c1OCC (stereo unspecified),110,4,0,10,1,0,99,120
CCCCOc1ccccc1C(=O)NCC(=O)O,99,-6,-3,-4,10,-5,99,101

# Among those listed so far, these have a Cl atom.
SMILES,RPL19A TOR yeast,EBNA-1 inhibitor,proCasp3 act,AHR act,procasp7 counter,ZTA counter,MEP2-GFP yeast,LAP4-GFP MLPCN
O=C(CC1C(=O)NCCN1C(=O)Nc1ccccc1)Nc1cccc(Cl)c1 (stereo unspecified),95,-7,4,6,-3,-7,96,86
CCNC(=S)NNC(=O)c1nn(C)c(C)c1Cl,107,3,0,-4,-1,4,101,95
O=C(c1ccc([N+](=O)[O-])cc1)N1CCOC12CCN(c1ncc(C(F)(F)F)cc1Cl)CC2,110,9,4,2,5,6,111,120

# Single records (already shown):
# `CC(=O)Nc1ccc(NC(=O)CCn2c(=S)oc3ccccc32)cc1` is listed with RPL19A TOR yeast = 100; EBNA-1 inhibitor = 26; proCasp3 act = 1; AHR act = 2; procasp7 counter = 8; ZTA counter = 2; MEP2-GFP yeast = 94; LAP4-GFP MLPCN = 88
# `Cn1ncc([N+](=O)[O-])c1C(=O)Nc1ccn(Cc2ccccc2F)n1` is listed with RPL19A TOR yeast = 98; EBNA-1 inhibitor = 3; proCasp3 act = 2; AHR act = 0; procasp7 counter = 3; ZTA counter = -17; MEP2-GFP yeast = 96; LAP4-GFP MLPCN = 102

# More compounds follow:
SMILES,RPL19A TOR yeast,EBNA-1 inhibitor,proCasp3 act,AHR act,procasp7 counter,ZTA counter,MEP2-GFP yeast,LAP4-GFP MLPCN
Cc1cc(C)c(NC(=S)N(CCCN2CCN(C)CC2)Cc2cccs2)c(C)c1,99,2,-5,0,4,0,98,102
COc1ccc(OC(C)C(=O)NC(C)c2ccccc2)cc1 (stereo unspecified),106,-3,-8,-1,5,1,105,102
O=C(Nc1nc2ccccc2c(=O)s1)c1ccc(F)cc1Cl,106,-16,1,3,-2,10,109,88
O=C(NCCc1cccc(F)c1)C1CCCN(c2nc3ccccc3s2)C1 (stereo unspecified),99,-3,-1,7,1,9,99,105
O=c1c(Cc2ccc(Cl)cc2Cl)c(O)ccn1CC(F)(F)F,104,2,-8,2,0,-11,103,91
O=C(C(=O)N1CCN(Cc2ccc3c(c2)OCO3)CC1)c1c[nH]c2ccccc12,98,-10,6,3,14,7,96,94
O=C(NCCS(=O)(=O)N1CCN(c2ccc(F)cc2)CC1)C1CC(=O)N(c2ccccc2)C1 (stereo unspecified),97,8,2,2,2,11,93,93
COc1ccc(C(=O)C2CN(c3ccccc3)CC2c2ccc(Cl)cc2)cc1 (stereo unspecified),99,3,14,4,29*,-4,97,97
Cc1ccc([C@@H]2[C@@H]3C(=O)N(c4ccccc4)C(=O)[C@@H]3[C@]3(C)C(=O)N(Cc4ccc(-c5ccccc5)cc4)CC(=O)N23)o1,96,11,3,2,1,-3,90,121
CCS(=O)(=O)c1ccc2c(c1)N(S(=O)(=O)c1ccc(Cl)cc1)CC(C(=O)O)O2 (stereo unspecified),105,9,-2,-3,0,9,101,99

# Arranged by SMILES length (rising): four of the compounds above
SMILES,RPL19A TOR yeast,EBNA-1 inhibitor,proCasp3 act,AHR act,procasp7 counter,ZTA counter,MEP2-GFP yeast,LAP4-GFP MLPCN
O=C(NCCc1cccc(F)c1)C1CCCN(c2nc3ccccc3s2)C1 (stereo unspecified),99,-3,-1,7,1,9,99,105
Cc1cc(C)c(NC(=S)N(CCCN2CCN(C)CC2)Cc2cccs2)c(C)c1,99,2,-5,0,4,0,98,102
CCS(=O)(=O)c1ccc2c(c1)N(S(=O)(=O)c1ccc(Cl)cc1)CC(C(=O)O)O2 (stereo unspecified),105,9,-2,-3,0,9,101,99
O=C(NCCS(=O)(=O)N1CCN(c2ccc(F)cc2)CC1)C1CC(=O)N(c2ccccc2)C1 (stereo unspecified),97,8,2,2,2,11,93,93

# Screening results (PubChem BioAssay)
